mcGAS RapidFire: mouse cGAS inhibition by mass spec; recombinant mouse cGAS, cGAMP by RapidFire MS; inhibition, % at 12.5 µM; Q8C6L5; hit rate 0.18% among 130,000;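 active = inhibition of cGAS enzyme activity at or above 60%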;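 also: enzyme stimulated by 45 bp dsDNA with ATP and GTP substrates; cGAMP share of summed cGAMP plus half ATP and half GTP signals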
Target sequence (Q8C6L5 whole entry, looked up): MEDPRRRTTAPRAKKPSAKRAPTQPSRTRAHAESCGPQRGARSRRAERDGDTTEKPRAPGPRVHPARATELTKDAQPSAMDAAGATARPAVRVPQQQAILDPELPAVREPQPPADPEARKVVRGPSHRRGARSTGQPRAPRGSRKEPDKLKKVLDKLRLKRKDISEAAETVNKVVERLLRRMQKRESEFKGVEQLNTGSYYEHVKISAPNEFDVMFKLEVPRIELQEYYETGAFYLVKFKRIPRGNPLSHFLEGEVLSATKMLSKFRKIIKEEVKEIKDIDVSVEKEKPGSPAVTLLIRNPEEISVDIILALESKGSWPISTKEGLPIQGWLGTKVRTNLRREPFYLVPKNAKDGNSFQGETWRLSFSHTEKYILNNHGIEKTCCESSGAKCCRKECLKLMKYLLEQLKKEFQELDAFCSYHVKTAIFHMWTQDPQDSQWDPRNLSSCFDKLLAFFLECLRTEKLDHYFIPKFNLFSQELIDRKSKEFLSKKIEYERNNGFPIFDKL
* = called active by the depositor; & = joins results of further samples. An excerpt, so the mix of outcomes need not match the whole.

The first 2 entries as a preview:
SMILES	mcGAS RapidFire
CNC(=O)CN1c2ccccc2C(=O)N(C)C12C(=O)Nc1ccc(C(C)(C)C)cc12 (stereo unspecified)	-36
CC(C)c1nccn1CCC(=O)Nc1cccc2c1OCCO2	-10

The listing, from the start:
SMILES	mcGAS RapidFire
CNC(=O)CN1c2ccccc2C(=O)N(C)C12C(=O)Nc1ccc(C(C)(C)C)cc12 (stereo unspecified)	-36
CC(C)c1nccn1CCC(=O)Nc1cccc2c1OCCO2	-10
Cc1ccc(CN2CC(C(=O)NCC(=O)Nc3c(C)cc(C)cc3C)CC2=O)cc1 (stereo unspecified)	8
Cc1cc(CN(C)C(C)C(=O)NC(N)=O)cc(C)c1OCC(F)(F)F (stereo unspecified)	-1
O=C(Nc1ccccc1CC(F)(F)F)N1CCC[C@H]1CO	-1
CC(=O)c1cccc(OCc2cc(C(=O)NCC3CCOCC3)n[nH]2)c1	7
Cc1nnc(SCC#CCOC(=O)c2ccc(Br)cc2)s1	-2
CC(C)(O)C#Cc1ccc(C(=O)N2CCC(Oc3ncccn3)CC2)cc1	-3
CCOC(=O)c1c(C)oc2ncn(CC(=O)NC(C)c3cccs3)c(=O)c12 (stereo unspecified)	5
COc1ccc(OC2CCN(C3CCCC3)CC2)c(C(=O)NC2CCOC(C)(C)C2)c1 (stereo unspecified)	1
O=C(O)CSc1nnc(Cc2c[nH]c3ccccc23)n1-c1cccnc1	-16
CCc1cc(C(=O)N(CC)Cc2cnn(C)c2)cs1	-46
CCCS(=O)(=O)NC1CCN(C(=O)CCCc2nc(C)no2)C1 (stereo unspecified)	-3
CN(Cc1cccc2ncccc12)C(=O)c1ccc(C2CCCN2)s1 (stereo unspecified)	0
Cc1cn2c(=O)c(C(=O)Nc3ccon3)cnc2s1	-4
CCc1cc2c(SCCCn3c(=O)c4c(ncn4C)n(C)c3=O)ncnc2s1	-9
CCOC(=O)C(Nc1cc(OC)c(OC)c(OC)c1)c1ccccc1 (stereo unspecified)	1
COCCCn1c(Br)nc2c(=O)n(C)c(=O)n(C)c21	-9
COc1ccc(Cl)cc1NC(=O)C(C)Nc1cccc(SC)c1 (stereo unspecified)	-5
COC(=O)C12CCCC(C(=O)O)(CCC1)C2	-2
CN(C)CCCSc1nc2ccccc2s1	-6
Cc1ccccc1-c1nc(COc2ccc(C(N)=O)cc2)c(C)o1	-18
COc1ccc(OCC(=O)N2CCOC(COCc3ccccc3F)C2)cc1 (stereo unspecified)	-5
Cn1ncc([N+](=O)[O-])c1C(=O)Nc1ccc(Br)cc1	-3
O=C(c1cnn(-c2ccccc2)c1)N1CCN(S(=O)(=O)c2cc(C(F)(F)F)ccc2Cl)CC1	7
CC(C#N)CN(C)C(=O)c1cc(Cl)c(Cl)n1C (stereo unspecified)	3
COc1cc(C2CNN=C2C(=O)c2ccccc2)cc(OC)c1OC (stereo unspecified)	-12
O=C(NNC(=O)c1cn[nH]c1-c1ccc(F)cc1)c1ccc(F)cc1	-2
Cc1cn2c3c(=O)n(Cc4ccccc4)c(=O)n(C)c3nc2n1CC1CCCO1 (stereo unspecified)	-5
COC(=O)C1C(=O)c2c([nH]c(C(=O)OC3CCCCCC3)c2C)CC1C (stereo unspecified)	-9
Cc1cc(C)cc(-n2nnnc2SCC#N)c1	-1
COc1ccc(-c2nc3c(n2O)CCc2nonc2-3)cc1OC	-8
CN1CCC(CNC(=O)c2cccc(NC(=O)C3CCCC3)c2)C1 (stereo unspecified)	-9
NC(=O)N/N=C\c1ccc(Oc2ccc(F)cc2)cc1	-14
CCCN(C)C(=O)c1cccn1C1CCN(C(=O)OC(C)(C)C)CC1	-15
Cc1nn(C)c(C)c1S(=O)(=O)NCC1(O)CCCNCC1 (stereo unspecified)	-19
Cc1cc(C)c(S(=O)(=O)N2CCCCC2)cc1N(C)S(=O)(=O)c1cccc([N+](=O)[O-])c1	-7
Cc1cc2n(n1)CCN(S(=O)(=O)NCc1ccccc1)C2	-16
Cc1sc2nc(CSc3nnc(Cc4cccs4)n3C3CC3)[nH]c(=O)c2c1C	-9
Cc1cccc(N2C(=S)SC3CS(=O)(=O)CC32)c1 (stereo unspecified)	2
COc1cccc(C(=O)NC2CCN(c3ccccc3C(=O)NCCc3ccccc3OC)CC2)c1	-11
Cn1cnc(S(=O)(=O)NC(c2ccc(Br)cc2)C2CCC2)c1Cl (stereo unspecified)	-12
COc1cc(C2C(=C(O)c3ccc(F)cc3)C(=O)C(=O)N2CCN(C)C)cc(OC)c1OC (stereo unspecified)	5
C1CCc2[nH]nc(CNC3CSCCSC3)c2CC1	-27
Cn1cnc2c1c(=O)n(CC(=O)O)c(=O)n2C	-19
Cc1nn(CC(=O)Nc2ccc3c(c2)OCCO3)c(=O)c2c1cnn2C(C)(C)C	-6
Cc1ccc(C)c(-c2ccc(=O)n(CC(=O)N3CCCC3)n2)c1	-10
O=C(COc1ccccc1F)Nc1nc(Br)cn2ccnc12	-6

New compounds follow
mol	mcGAS RapidFire
O=C1CC(c2ccccc2)N(CC(=O)NC2CCCCCC2)CCN1 (stereo unspecified)	-12
CCCCn1c(=O)n(CC(=O)Nc2cc(C)on2)c(=O)c2c1ncn2Cc1ccco1	-5
CSCCC(=O)Nc1ccc(S(=O)(=O)N(C)C)cc1	2
CN(C)S(=O)(=O)c1cccnc1OCC(O)CNC(C)(C)C (stereo unspecified)	-15
CCOC(=O)c1ccc(Oc2ccc(C#N)cn2)cc1	2
Cc1nncn1CCNC(=O)c1cc2cc(F)ccc2o1	4
CC1CCCC(OC(=O)c2cccc(S(=O)(=O)N(C)C)c2)C1 (stereo unspecified)	-5
COc1ccc2[nH]c(C)c(CC(=O)N3CCC[C@H]3C(=O)NC(c3ccccc3)c3ccccc3)c2c1	-7

A different layout for some results above.
> NC(=O)N/N=C\c1ccc(Oc2ccc(F)cc2)cc1
- mcGAS RapidFire: -14

> CCCN(C)C(=O)c1cccn1C1CCN(C(=O)OC(C)(C)C)CC1
- mcGAS RapidFire: -15

> Cc1nn(C)c(C)c1S(=O)(=O)NCC1(O)CCCNCC1 (stereo unspecified)
- mcGAS RapidFire: -19

Additional records follow.
mol	mcGAS RapidFire
CC(NC(=O)NCc1ccn[nH]1)C1CCCO1 (stereo unspecified)	13
C=C(C)CN1CCN(c2nc3c(c(=O)[nH]c(=O)n3C)n2Cc2ccccc2)CC1	-9
CSc1nc(-c2ccco2)nn1C(=O)c1ccco1	7
O=S(=O)(NC(c1ccccc1)c1ccccc1)N1CCCCC1	-14
Cc1cccc(CC(=O)Nc2c(C)nc3ccc(Cl)cn3c2=O)c1	-12
CNC(=O)c1cc(-c2ccccc2)n[nH]1	-9
CC(C)Cc1nc(C(c2ccccc2)n2cnnn2)n(-c2ccccn2)n1 (stereo unspecified)	6
O=C1C=C(Nc2cccc(F)c2)C(=O)N1CCO	-13
COc1cc(N2CCC(CO)(Cc3ccc(Cl)cc3)CC2)ncn1	-30
Cc1ccc(Cc2nnc(NC3CCCC3)[nH]c2=O)cc1	-6
CCC(=O)O[C@H](CC(=O)O)C[N+](C)(C)C	14
Cc1ccc(-n2nnc3c(=O)n(Cc4ccccc4F)cnc32)cc1	3
COc1cc2c(cc1/C=C/C(=O)N(CC(=O)Nc1cccc(C)c1C)CC1CCCO1)OC(C)C2 (stereo unspecified)	-4
COc1ccc(Br)cc1-c1nnc2n(CC(C)C)c3c(=O)[nH]c(=O)n(C)c3n12	-6
N#CCCC(C#N)Cn1cnc2ccc(Cl)cc2c1=O (stereo unspecified)	-10
CN(C)CCN(Cc1ccco1)C(=O)C1CN(Cc2ccccc2)CCO1 (stereo unspecified)	-2
Cc1nn(CC(=O)NC(C)(C)C)c(C)c1S(=O)(=O)N1CCOCC1	-5&2
Cc1n[nH]c(C)c1CCCNC(=O)C1CC2(CCNCC2)CN1 (stereo unspecified)	-6
CC(C)CN(Cc1ccccc1C#N)C1CCS(=O)(=O)C1 (stereo unspecified)	2
CN(C)CCNS(=O)(=O)c1ccc2c(c1)CCC2	-30
CC#CCN(Cc1ccco1)C(=O)c1cn(CC2COc3ccccc3O2)nn1 (stereo unspecified)	-6
CC(C)Oc1ccccc1CC(=O)N1CCC(OCC(N)=O)C1 (stereo unspecified)	-7
CC1(C)CCc2[nH]c(=O)c(C#N)cc2C1	-7
Cc1cc2c(cc1Br)NCCC2	-17
CC(C)N(Cc1nccn1C)C(=O)c1ccc(OC2CCN(C(=O)C3CC3)CC2)cc1	-12&-5
N#CC1(NC(=O)COC(=O)C2CC3CCCC(C2)C32SCCS2)CCCC1 (stereo unspecified)	-7
Cn1ncc([N+](=O)[O-])c1C(=O)Nc1ccc(N=Nc2ccccc2)cc1	-4
CCCN1CCC(Cc2noc(C3(N)CCCC3)n2)CC1	-19
COc1ccc(C(=O)NNC(=O)C(NC(=O)C2CCCCC2)C(C)C)cc1 (stereo unspecified)	-4
O=C(c1cn2cccnc2n1)N1CCC(c2[nH]ncc2Cc2ccccc2)CC1	-10
Cc1c(C(=O)NCc2cccs2)sc(=O)n1Cc1cccc(F)c1	-8
Cc1cc[n+](-c2nc3ccccc3nc2NS(=O)(=O)c2cccs2)cc1C	-16
CCN(CC)CCN(C)C(=O)c1cc(COc2ccc(C)c(C)c2)on1	-6
CC(C)C1CN(C(=O)C(=O)c2cccnc2)CCCN1CC1CC1 (stereo unspecified)	-4
COc1cccc(NC(=Nc2nc(C)cc(C)n2)NC(=O)Nc2ccc(Cl)cc2)c1	-21
CCCn1cc(CN2CCC(CO)(Cc3ccccc3Cl)CC2)c(C)n1	-3
Cc1ccccc1NC(=O)C(=O)N1CCCC(OCc2cccnc2)C1 (stereo unspecified)	-11
Clc1ccc2nnc(Cc3ccccc3)n2n1	-8
Cc1ccccc1CN1CCN(Cc2nc3ccccc3c(=O)[nH]2)CC1	-3
O=C1/C(=C2\CCn3cccc32)Cn2cccc21	-8

Some of these compounds in order of number of heavy atoms, rising.
mol	mcGAS RapidFire
Clc1ccc2nnc(Cc3ccccc3)n2n1	-8
CC(C)C1CN(C(=O)C(=O)c2cccnc2)CCCN1CC1CC1 (stereo unspecified)	-4
CCCn1cc(CN2CCC(CO)(Cc3ccccc3Cl)CC2)c(C)n1	-3
COc1cccc(NC(=Nc2nc(C)cc(C)n2)NC(=O)Nc2ccc(Cl)cc2)c1	-21

Other structures follow.
mol	mcGAS RapidFire
CCn1ccnc1CN(C)Cc1sccc1C	-35
Cc1cc(Br)ccc1NC(=O)CN(C)C(C)C(=O)Nc1ccnn1C(C)C (stereo unspecified)	-1
CCN(CC)S(=O)(=O)c1ccc(C)c(NC(=O)[C@@H]2CCCN2C(=O)c2ccco2)c1	-4
NCc1nnc2ccccn12	-2
Cc1cccc2c(-c3nc(C(N)=O)cs3)c[nH]c12	1
Cc1ccsc1-c1cn(C(CO)Cc2ccc(Cl)cc2)nn1 (stereo unspecified)	-10
COc1cc(/C=C(\C#N)c2nn(CCO)c(N)c2C#N)cc(Br)c1OC	8
O=C(Nc1ccc(OCC(F)(F)F)cc1)c1cccc(NC(=O)C2CCCO2)c1 (stereo unspecified)	0
O=C(Nc1cccc(CSC2CCCCC2)c1)c1n[nH]c(=O)[nH]1	-3
CCOc1cc(C(=S)N2CCOCC2)cc(Cl)c1OS(=O)(=O)c1ccccc1	-4
O=C(CN1CCCC(Cc2ccc(F)cc2)C1)NCc1cccs1 (stereo unspecified)	-2
Cc1cc(NC(=O)CSc2nccn2-c2cccc(C)c2C)on1	-3
CCCNC(c1ccc(F)cc1)c1cccnc1 (stereo unspecified)	1
O=C(CCn1cnc2ccccc2c1=O)NC1CCCN(Cc2ccc(Cl)cc2)C1 (stereo unspecified)	-5
NC(=O)COC(=O)c1ccc(-c2ccc(C(=O)OCC(N)=O)s2)s1	14
CC1=NC(C)=C(C#N)C(c2ccccc2Br)C1C#N (stereo unspecified)	22
CC(=O)CC1(O)C(=O)N(Cc2ccc(OC(C)C)cc2)c2c(C)cccc21 (stereo unspecified)	-3
CCc1ccc(NC(=O)CSc2nnc(N)s2)cc1	-3
O=c1c2cnn(C3CCS(=O)(=O)C3)c2ncn1Cc1ccc(C(F)(F)F)cc1 (stereo unspecified)	-7
CC(C)c1ccc(C2=NC(C)(CC(=O)NCc3nccs3)ON2C)cc1 (stereo unspecified)	-12
O=C(Cn1ncc(Cl)c(Cl)c1=O)NCCc1ccccc1OC(F)F	-3
CC(C)C1CCc2ccccc2N1Cc1nc(N)nc(N(C)C)n1 (stereo unspecified)	-15
O=C(c1cccc(N2CCCS2(=O)=O)c1)N1CCCc2cc(C(F)(F)F)ccc21	2
Nc1c(-c2nc(-c3ccc4c(c3)OCO4)no2)nnn1-c1ccc(Br)cc1	-9

Individual results from the entries so far.
Nc1c(-c2nc(-c3ccc4c(c3)OCO4)no2)nnn1-c1ccc(Br)cc1 in mcGAS RapidFire = -9
O=C(Cn1ncc(Cl)c(Cl)c1=O)NCCc1ccccc1OC(F)F in mcGAS RapidFire = -3
CC(C)C1CCc2ccccc2N1Cc1nc(N)nc(N(C)C)n1 (stereo unspecified) in mcGAS RapidFire = -15

Other compounds
mol	mcGAS RapidFire
Cc1cc(C)n(CC(C)CNC(=O)c2cc(Cl)c3c(c2)OCO3)n1 (stereo unspecified)	-15
Cn1ccnc1CN(C(=O)C(O)c1ccc(C(F)(F)F)cc1)C1CC1 (stereo unspecified)	-17
Cc1oc(-c2ccco2)nc1CN(C)Cc1ccc2nsnc2c1	4
CCOC(=O)C1(Cc2ccccc2)CCCN(C(=O)C#Cc2ccccc2)C1 (stereo unspecified)	3
Cc1c(CSc2nc3sc4c(c3c(=O)[nH]2)CCCC4)cnn1C	-11
COC(=O)c1cn(C(=O)C(C)Sc2ccc(C)cc2)c2ccccc12 (stereo unspecified)	1
COc1ccc(Cn2c(C(C)C)nc3sc4ccccc4c(=O)c3c2=O)cc1	-10
Cn1c(Cc2ccccc2)nn(CN2CCC3(CC2)OCCO3)c1=S	-16
CC(C)NC(=O)[C@@H]1C[C@H](N)CN1C(=O)CCCc1ccccc1	-19

Assay outcomes: PubChem, Fisher Drug Discovery Resource Center
